# Pemphigus Ab inh – inhibitors of pemphigus antibody binding to human desmoglein-3; 310,000 compounds, 0.48% hits; AID 588358; binding (percent of control), % at 10 µM; DSG3-coupled beads, scFv-anti-DSG3-GFP binding, flow cytometry; hits give low values;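 active means binding more than 3 SD below its plate's average and above zero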;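 further: hits lower antibody fragment binding to DSG3; some compounds called inactive have numbers as strong as hits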
# Target sequence (P32926 whole entry, looked up, the tested form may be a part): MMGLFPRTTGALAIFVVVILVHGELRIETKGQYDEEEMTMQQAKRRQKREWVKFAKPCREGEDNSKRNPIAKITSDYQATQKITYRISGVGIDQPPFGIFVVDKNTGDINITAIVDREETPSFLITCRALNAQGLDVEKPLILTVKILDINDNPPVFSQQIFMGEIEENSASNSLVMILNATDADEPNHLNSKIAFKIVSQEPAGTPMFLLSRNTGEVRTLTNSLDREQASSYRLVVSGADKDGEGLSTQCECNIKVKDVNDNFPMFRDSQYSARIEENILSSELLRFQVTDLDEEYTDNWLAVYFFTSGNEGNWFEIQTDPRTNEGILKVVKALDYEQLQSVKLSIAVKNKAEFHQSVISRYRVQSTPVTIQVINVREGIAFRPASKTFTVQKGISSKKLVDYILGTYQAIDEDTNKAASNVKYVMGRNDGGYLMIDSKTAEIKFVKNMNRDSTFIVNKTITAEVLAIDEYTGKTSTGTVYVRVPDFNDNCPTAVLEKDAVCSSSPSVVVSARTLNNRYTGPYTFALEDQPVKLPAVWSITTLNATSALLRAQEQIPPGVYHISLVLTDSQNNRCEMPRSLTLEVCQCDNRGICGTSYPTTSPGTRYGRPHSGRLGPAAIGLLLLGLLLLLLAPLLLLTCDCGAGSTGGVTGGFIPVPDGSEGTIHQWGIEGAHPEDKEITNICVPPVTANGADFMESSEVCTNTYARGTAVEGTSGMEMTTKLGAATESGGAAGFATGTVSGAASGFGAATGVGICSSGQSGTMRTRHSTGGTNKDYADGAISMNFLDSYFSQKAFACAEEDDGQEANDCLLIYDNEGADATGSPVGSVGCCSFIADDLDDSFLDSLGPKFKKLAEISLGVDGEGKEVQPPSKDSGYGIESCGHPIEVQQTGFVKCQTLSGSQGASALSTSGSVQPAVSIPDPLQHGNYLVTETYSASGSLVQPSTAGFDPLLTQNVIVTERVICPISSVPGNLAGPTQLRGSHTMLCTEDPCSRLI
# E coli growth – bacterial growth inhibition, counter-screen for AddAB inhibitors. E. coli V3065 growth, OD600 absorbance, 18 h. 330,000 compounds, 0.27% hits. inhibition, % at 11.9 µM;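 active means inhibition above the campaign's mean inhibition across all tested compounds plus 3 SD, cut at about 9.9% in these data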;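 further: uninfected addAB+ strain grown without phage in ampicillin broth; 0% = DMSO wells and 100% = ciprofloxacin 0.95 µg/ml wells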
# phage Ecoli inh – E. coli growth loss with phage present; growth absorbance; inhibition, % at 11.9 µM; 360,000 compounds, 0.26% hits; AID 651602; in the data active means inhibition above about 11%
# OPRM1-OPRD1 inv – inverse agonists of human mu-delta opioid receptor heterodimerization; P35372+P41143; cell-based MOR-DOR heterodimer luminescence, inverse agonism; inhibition, % at 9.3 µM; 340,000 compounds, 0.21% hits; AID 504357; in the data active means inhibition above about 22%, passing the limit was not always enough;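 further: 0% = cells with DMSO and 100% = wells without cells with DMSO; values of inactives mirror those of a sister screen read the other way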
# PfHsp90 yeast 2 – growth inhibition of yeast expressing Plasmodium Hsp90. inhibition, % at 9.4 µM. S. cerevisiae expressing PfHsp90, BacTiter-Glo ATP, 48 h; yeast lacking PDR1 and PDR3 efflux regulators. 310,000 compounds, 0.32% hits;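 active means every replicate shows inhibition above about 80%, whatever the replicate mean, limit read from the data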;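 further: 0% = DMSO neutral controls and 100% = 20 µM radicicol positive controls; yeast relying on Plasmodium falciparum Hsp90 in place of its own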
# Arrestin-AP2 inh – human beta-arrestin and AP2 interaction inhibition; FITC-arrestin peptide / GST-AP2 beads, flow cytometry; AP2 beta2 appendage carries R879A mutation; inhibition, % at 10 µM; 340,000 compounds, 0.31% hits; AID 504490;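 active means inhibition above a set limit, near 3 SD of compounds lacking own fluorescence, cut at about 54% in these data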;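 further: plate controls were DMSO wells for no effect and 5 µM unlabelled arrestin peptide for full effect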
#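 Test system: GST-tagged AP2 beta2-adaptin appendage (R879A) on 4 µm glutathione beads; also added: fluorescein-tagged arrestin peptide at 50 nM final; timing: 12 min plus 1 h, RT; signal: flow cytometry, FL1 (488/535 nm); read-out: percent drop in bead-associated FITC signal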
# Tat transport – inhibitors of E. coli Tat protein transport. E. coli MC4100 TorA-mCherry Tat export, fluorescence. inhibition, % at 10 µM. 340,000 compounds, 0.036% hits. AID 488895;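 active means mean replicate inhibition at least 50% and at least half of replicates individually reaching 50%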;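 further: exported cargo escapes ClpAP degradation while cytoplasmic cargo is degraded and loses fluorescence; 0% = median of neutral control wells and 100% = median of NaSCN control wells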
# Mot1-301 SUMO – inhibitors of SUMOylation pathway: yeast Mot1-301 growth rescue | 320,000 compounds, 1% hits | growth rescue, % at 18.8 µM | S. cerevisiae Mot1-301 growth rescue, ATP luminescence, 38.5C; percent above DMSO median, 100 means doubled;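 active means every valid replicate shows activation above 250% relative to neutral control wells; inactive means the rest, any valid replicate at or below 250%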;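 further: OY570 slx delta 5 strain wells were the positive control but not used for scaling; some compounds called inactive have numbers as strong as hits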
# AddAB inh – less growth of phage-infected E. coli with AddAB | E. coli expressing H. pylori AddAB, absorbance growth | inhibition, % at 11.9 µM | 330,000 compounds, 0.29% hits; in the data active means inhibition above about 12%;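 further: 0% = vehicle wells of infected cells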
# MOR-DOR ag – agonists of human mu-delta opioid receptor heterodimerization; AID 504326; activation, % at 9.3 µM; 340,000 compounds, 0.3% hits; P35372+P41143; cells, OPRM1-OPRD1 heterodimerization, luminescence; in the data active means activation above about 18%;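 further: 0% = vehicle-treated cells and 100% = reference agonist; values of inactives mirror those of a sister screen read the other way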
# PKA-R1A activ – activators of PKA-R1A complex. P00514+P68181. PKA-R1A dissociation, Cy5-IP20 fluorescence polarization; scaled: DMSO 0%, 113 µM cGMP 100%. activation, % at 11.4 µM. 340,000 compounds, 0.083% hits. AID 504707;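 active means percent activation above the mean of all tested compounds plus 3 SD, cut at about 19% in these data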;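 further: higher means more PKAc released from R1A so a rise in polarization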
# An asterisk follows results filed as active; nt = not tested or not shown. This is a random part of the collection; about 2.8% have a hit in one of these screens.
item	structure	Pemphigus Ab inh	E coli growth	phage Ecoli inh	OPRM1-OPRD1 inv	PfHsp90 yeast 2	Arrestin-AP2 inh
1	CN1CC(=O)NC1=NC(=O)c1cc(F)c(F)cc1Cl	101	-1.2	3.6	5	9	34
2	Cc1ccc(CCSc2ccc(F)cc2)cn1	108	0.3	2.9	nt	nt	41
3	COc1ccccc1OCCNC(=O)c1ccc(C)c(S(=O)(=O)N2CCOCC2)c1	107	-1.8	0.8	1	nt	5
4	COc1cccc(N(CC(=O)N2CCCCCC2)S(C)(=O)=O)c1	110	-2.5	3.5	-2	3	-1
5	Cc1cc(C)cc(N(C(=O)C(F)(F)F)C(C(=O)NC2CCCCC2)c2cccs2)c1 (stereo unspecified)	107	-1.9	2.5	-9	-4	3
6	Cc1ccc(N(C(C)C(=O)Nc2ccc(S(=O)(=O)N3CCOCC3)cc2)S(C)(=O)=O)cc1 (stereo unspecified)	104	0.0	1.6	8	5	5
7	O=C(O)c1cc(=O)c2cc(Cl)ccc2o1	105	0.7	0.6	16	32	-2
8	CCOC(=O)c1cccc(NC(=O)CSc2nnc(-c3ccoc3C)n2CCOC)c1	90	-0.9	2.4	9	-3	-6
9	CC(=O)NC12CC3CC(C1)CC(C(=O)Nc1nc4ccc(S(C)(=O)=O)cc4s1)(C3)C2	99	-3.7	3.1	14	17	-10
10	CCN(CC(=O)Nc1ccccc1C(F)(F)F)C(=O)CCS(=O)(=O)c1ccc(C)cc1	97	0.8	2.9	5	12	-1

item	Tat transport	Mot1-301 SUMO	AddAB inh	MOR-DOR ag	PKA-R1A activ
1	2	19	-1.9	-0.9	-7
2	nt	7	1.7	nt	nt
3	7	123	-0.7	-0.2	2
4	-5	0	-0.5	0.4	2
5	-15	-19	0.9	1.6	-4
6	-19	-19	3.6	-2.0	-21
7	1	68	3.8	-3.9	-7
8	-2	14	1.5	-1.5	-7
9	-12	-7	2.3	-2.0	-8
10	4	0	1.4	-0.8	-2

# Results in PfHsp90 yeast 2 and AddAB inh (5 entries from above):
nr | compound | PfHsp90 yeast 2 | AddAB inh
2 | Cc1ccc(CCSc2ccc(F)cc2)cn1 | nt | 1.7
3 | COc1ccccc1OCCNC(=O)c1ccc(C)c(S(=O)(=O)N2CCOCC2)c1 | nt | -0.7
4 | COc1cccc(N(CC(=O)N2CCCCCC2)S(C)(=O)=O)c1 | 3 | -0.5
5 | Cc1cc(C)cc(N(C(=O)C(F)(F)F)C(C(=O)NC2CCCCC2)c2cccs2)c1 (stereo unspecified) | -4 | 0.9
6 | Cc1ccc(N(C(C)C(=O)Nc2ccc(S(=O)(=O)N3CCOCC3)cc2)S(C)(=O)=O)cc1 (stereo unspecified) | 5 | 3.6

# Next section
item	structure	Pemphigus Ab inh	E coli growth	phage Ecoli inh	OPRM1-OPRD1 inv	PfHsp90 yeast 2	Arrestin-AP2 inh
11	Cc1ccc(N2C(=O)C3C4CC(=O)C(c5ccccc54)C3C2=O)cc1 (stereo unspecified)	nt	-0.5	1.5	18	nt	24
12	CC1CC(C)CN(c2cc(N(C)CCO)c([N+](=O)[O-])c3nonc23)C1 (stereo unspecified)	nt	-1.0	1.5	10	3	-4
13	COc1cccc(N2CC(C(=O)Nc3ccc(C(=O)OC(C)C)cc3)CC2=O)c1 (stereo unspecified)	108	2.4	3.0	-21	1	-3
14	Cc1nc([N+](=O)[O-])cn1CCC#N	116	-1.6	2.0	10	-5	26
15	OCCC1CN(Cc2cccn2-c2ncccn2)CCN1Cc1ccccc1 (stereo unspecified)	104	1.4	-2.9	-4	-1	8
16	COC(=O)c1ccc(C2C(C(=O)c3ccco3)=C(O)C(=O)N2c2cc(C)on2)cc1 (stereo unspecified)	nt	-0.4	2.3	14	3	-11
17	COc1cc2ccccc2nn1	102	0.1	1.0	17	14	7
18	CCOC(=O)CNC(=O)CSc1nnc(Cn2c(=O)sc3ccccc32)n1-c1ccccc1C	96	0.7	1.1	-2	20	-6
19	CCC(C)NC(=O)CN(c1cc(Cl)ccc1OC)S(C)(=O)=O (stereo unspecified)	121	-0.9	0.8	15	-30	13
20	CCc1nnc(NC(=O)C2CCCN(c3nc(C)cc(C)n3)C2)s1 (stereo unspecified)	93	-0.1	3.5	7	11	2

item	Tat transport	Mot1-301 SUMO	AddAB inh	MOR-DOR ag	PKA-R1A activ
11	5	4	4.5	-3.1	10
12	-1	-23	-0.3	-2.1	-10
13	-2	-13	0.2	3.6	3
14	-10	4	1.1	-2.0	-1
15	-12	142	0.1	0.7	3
16	0	4	2.7	-2.8	0
17	1	4	-1.3	-3.4	-8
18	7	39	3.8	0.3	1
19	0	-11	1.2	-2.7	-2
20	-1	8	2.8	-1.4	4

# Carrying on:
item	structure	Pemphigus Ab inh	E coli growth	phage Ecoli inh	OPRM1-OPRD1 inv	PfHsp90 yeast 2	Arrestin-AP2 inh
21	CCOC(=O)C1=C(C)N=C2SC(C)C(=O)N2C1c1ccc(C(=O)OC)cc1 (stereo unspecified)	nt	0.5	-0.9	12	1	8
22	Cc1onc(-c2ccccc2Cl)c1C(=O)NCCN1CCOCC1	95	1.6	2.5	7	8	3
23	CCCC(C)c1oc(=O)cc(O)c1C (stereo unspecified)	100	-0.7	-0.6	9	-10	-8
24	COc1ccccc1N1Cc2ccc(OC)c(OC)c2C1=O	106	-0.7	1.6	-7	8	14
25	Cc1nn(Cc2ccccc2Cl)c(C)c1C(=O)N(C)CC(=O)Nc1cccc(F)c1	107	0.5	-0.8	6	-22	-1
26	CCOC(=O)c1sc(N2C(=O)C(O)=C(C(=O)c3ccco3)C2c2cccc([N+](=O)[O-])c2)nc1C (stereo unspecified)	88	3.5	2.2	15	-22	7
27	Cc1scc(C(=O)NCc2ccco2)c1-c1ccccc1	96	0.5	1.4	-4	-23	5
28	COCC(C)NC(=O)Cc1ccc(Cl)cc1 (stereo unspecified)	98	0.2	3.9	10	13	5
29	c1cnc(-c2noc(CN3CCN(C4CCCC4)CC3)n2)cn1	102	-0.1	-1.8	3	-18	33
30	O=C(CN(C(=O)CNS(=O)(=O)c1ccccc1)c1ccc(F)cc1)NCc1ccco1	80	0.4	-1.8	15	12	9

item	Tat transport	Mot1-301 SUMO	AddAB inh	MOR-DOR ag	PKA-R1A activ
21	4	-4	0.8	-2.1	-9
22	-1	-14	0.7	-1.4	5
23	0	nt	-2.2	-1.8	-4
24	-1	313	-0.2	1.5	0
25	-7	69	0.2	-1.4	-5
26	1	3	1.7	-2.2	-4
27	-6	7	-0.8	0.7	-4
28	-11	-15	0.8	-1.7	-1
29	4	-2	0.0	-0.5	7
30	-7	139	3.3	-2.3	2

# New compounds follow
item	structure	Pemphigus Ab inh	E coli growth	phage Ecoli inh	OPRM1-OPRD1 inv	PfHsp90 yeast 2	Arrestin-AP2 inh
31	CC1(O)c2ccccc2C(=O)N1Cc1ccccc1 (stereo unspecified)	100	1.3	2.8	-8	-16	-5
32	CC1CCN(C(=O)CSc2ccc(-c3ccc4c(c3)OCCO4)nn2)CC1	104	1.5	0.2	11	-18	6
33	CC(=O)Nc1ccc(S(=O)(=O)Nc2cccc3cccnc23)cc1	91	-0.3	-1.2	26	-1	-5
34	COCCOC(=O)C1=C(C)NC(=S)NC1c1cccs1 (stereo unspecified)	95	-0.1	2.3	10	-3	8
35	COc1ccc(/C=C2/SC(c3ccc(C)cc3)=NC2=O)cc1OC	167	0.7	0.1	17	-1	-55
36	CC1CCN(S(=O)(=O)c2ccc(NC(=O)CSc3nnnn3C)cc2)CC1	101	-0.5	0.3	7	nt	-3
37	CCOc1cc(C2C3=C(CCCC3=O)OC3=C2C(=O)CCC3)cc([N+](=O)[O-])c1O	102	-1.9	3.4	5	-8	-12
38	CC(=O)N(CC(=O)Nc1nn(-c2ccccc2)nc1C(N)=O)Cc1ccccc1	nt	-1.3	2.3	11	nt	-11
39	O=C(O)C1CCCN1C(=O)Nc1ccc(Cl)cc1 (stereo unspecified)	95	1.2	2.9	6	37	-1
40	Cc1nc2ccccc2c2oc(C(=O)N3CCN(c4ccc([N+](=O)[O-])cc4)CC3)cc12	95	-4.3	1.1	7	13	-1

item	Tat transport	Mot1-301 SUMO	AddAB inh	MOR-DOR ag	PKA-R1A activ
31	-7	3	1.0	1.7	-6
32	4	-4	3.9	-2.1	4
33	-9	-15	4.2	-4.7	-7
34	-5	-3	3.1	-1.9	-13
35	0	22	2.4	-2.9	2
36	-3	-20	0.2	-1.5	6
37	4	-20	2.4	-1.0	-2
38	2	-5	-0.2	-2.2	-2
39	4	-2	1.7	-0.9	3
40	-1	-15	1.7	-1.4	-2

# Part of the list above in order of number of heavy atoms, low to high:
item	structure	Pemphigus Ab inh	E coli growth	phage Ecoli inh	OPRM1-OPRD1 inv	PfHsp90 yeast 2	Arrestin-AP2 inh
34	COCCOC(=O)C1=C(C)NC(=S)NC1c1cccs1 (stereo unspecified)	95	-0.1	2.3	10	-3	8
36	CC1CCN(S(=O)(=O)c2ccc(NC(=O)CSc3nnnn3C)cc2)CC1	101	-0.5	0.3	7	nt	-3
37	CCOc1cc(C2C3=C(CCCC3=O)OC3=C2C(=O)CCC3)cc([N+](=O)[O-])c1O	102	-1.9	3.4	5	-8	-12

item	Tat transport	Mot1-301 SUMO	AddAB inh	MOR-DOR ag	PKA-R1A activ
34	-5	-3	3.1	-1.9	-13
36	-3	-20	0.2	-1.5	6
37	4	-20	2.4	-1.0	-2

# More entries:
item	structure	Pemphigus Ab inh	E coli growth	phage Ecoli inh	OPRM1-OPRD1 inv	PfHsp90 yeast 2	Arrestin-AP2 inh
41	CS(=O)(=O)N1CCN(c2ncccn2)CC1	102	1.2	0.4	9	nt	4
42	CCN1CCN(CCNC(=O)c2ccc(/C=C3/Sc4ccccc4N(Cc4cccc(Cl)c4)C3=O)cc2)CC1	99	-2.6	-1.9	-11	34	14
43	Cc1cc(C)c2[nH]c(=O)c(CN(Cc3ccco3)C(=O)C3CCCO3)cc2c1 (stereo unspecified)	103	0.3	1.4	5	-3	-6
44	Nc1nc(CSc2ccccn2)nc(Nc2ccccc2)n1	100	-0.2	2.3	10	15	27
45	CCSc1sccc1C1C(C#N)=C(N)N(c2cccnc2)C2=C1C(=O)CC(C)(C)C2 (stereo unspecified)	102	0.9	0.8	-3	-1	21
46	CCOc1cc(NS(=O)(=O)c2ccc(OC)cc2)c(OCC)cc1NC(C)=O	124	0.9	2.8	-4	nt	-10
47	COCCNC(=O)CN1C(=O)c2cccc3cccc1c23	93	2.2	2.3	7	-4	-3

item	Tat transport	Mot1-301 SUMO	AddAB inh	MOR-DOR ag	PKA-R1A activ
41	3	14	2.1	-1.7	-6
42	29	-13	-1.2	2.1	1
43	4	7	-0.8	-0.9	0
44	-6	-20	1.6	-1.9	-11
45	0	49	0.6	0.5	1
46	-2	147	0.7	0.8	-3
47	-1	-15	4.5	-1.4	1
